GalR3 antagonist = antagonists of human GalR3 | O60755 | HEK293 GalR3-CNG cAMP membrane potential fluorescence; galR3 body fused to GalR1 C-terminus | inhibition, % at 3 µM | 0.44% of 360,000 active;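 active = inhibition above the screen-wide average plus 3 SD, cut at about 13% in these data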;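 note: forskolin and galanin both at EC90 stimulate the cells; cAMP rise reported by CNG channel membrane potential dye signal; 0% = forskolin plus galanin with DMSO and 100% = forskolin alone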
Target sequence (O60755 1-299 limits assumed): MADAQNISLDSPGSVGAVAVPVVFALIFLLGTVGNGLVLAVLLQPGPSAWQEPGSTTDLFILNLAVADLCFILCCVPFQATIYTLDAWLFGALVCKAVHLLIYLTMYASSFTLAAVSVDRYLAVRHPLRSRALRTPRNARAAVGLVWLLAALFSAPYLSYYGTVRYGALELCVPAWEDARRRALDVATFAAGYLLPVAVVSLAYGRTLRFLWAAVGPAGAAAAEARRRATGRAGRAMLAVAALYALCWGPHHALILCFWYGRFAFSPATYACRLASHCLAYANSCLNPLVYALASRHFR
MEKK2 WT-MEK5 = raises or lowers MEK5 binding to wildtype human MEKK2 PB1 domain. 1.1% of 290,000 active. bead flow cytometry, Alexa488-MEK5 binding to MEKK2 WT; actives lie on both sides. Q9Y2U5. binding response (% of control), % at 10 µM; in the data active = binding response below about 67% or above about 130%
OXTR ag = human OXTR agonism; 0.32% of 320,000 active; CHO-OTR cells, Fluo-8 calcium fluorescence; normalized: DMSO 0%, oxytocin 100%; activation, % at 3 µM; P30559;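 active = activation above the mean of all tested compounds plus 3 SD, cutoff set per screening run, cut at about 20% in these data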;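 note: peak over basal fluorescence ratio from a 100 s FLIPR kinetic read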
Target sequence (P30559 whole entry, looked up): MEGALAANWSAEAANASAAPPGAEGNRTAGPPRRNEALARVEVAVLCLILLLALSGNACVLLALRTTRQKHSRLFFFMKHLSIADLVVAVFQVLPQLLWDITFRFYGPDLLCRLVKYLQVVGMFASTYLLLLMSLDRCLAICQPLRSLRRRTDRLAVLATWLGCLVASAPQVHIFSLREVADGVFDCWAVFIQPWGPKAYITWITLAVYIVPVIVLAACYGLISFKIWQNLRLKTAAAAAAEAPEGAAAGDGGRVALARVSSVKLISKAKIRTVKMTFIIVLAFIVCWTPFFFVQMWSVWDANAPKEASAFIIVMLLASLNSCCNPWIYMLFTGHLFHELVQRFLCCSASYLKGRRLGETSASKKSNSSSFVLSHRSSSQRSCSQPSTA
NALP1 yeast inh = blocks the NALP1 inflammasome reconstituted in yeast; S. cerevisiae NALP1/ASC/caspase-1 growth, X-gal OD620, 72 h; inhibition, % at 10 µM; 0.61% of 280,000 active; in the data active = inhibition mostly above about 24%, no sharp cut-off; inactive = mostly below about 32%; note: some compounds called inactive have numbers as strong as hits
V1R ag counter = activates human V1a receptor in oxytocin agonist counter-screen; CHO-V1R cells, Fluo-8 calcium fluorescence, agonist mode; 0% DMSO, 100% 3 nM vasopressin; P37288; 0.25% of 320,000 active; activation, % at 3 µM;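 active = activation above the mean activation of all tested compounds plus 3 SD, per screening run, cut at about 20% in these data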;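 note: signal is peak over basal fluorescence ratio across a 100 second FLIPR read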
Target sequence (P37288 whole entry, looked up): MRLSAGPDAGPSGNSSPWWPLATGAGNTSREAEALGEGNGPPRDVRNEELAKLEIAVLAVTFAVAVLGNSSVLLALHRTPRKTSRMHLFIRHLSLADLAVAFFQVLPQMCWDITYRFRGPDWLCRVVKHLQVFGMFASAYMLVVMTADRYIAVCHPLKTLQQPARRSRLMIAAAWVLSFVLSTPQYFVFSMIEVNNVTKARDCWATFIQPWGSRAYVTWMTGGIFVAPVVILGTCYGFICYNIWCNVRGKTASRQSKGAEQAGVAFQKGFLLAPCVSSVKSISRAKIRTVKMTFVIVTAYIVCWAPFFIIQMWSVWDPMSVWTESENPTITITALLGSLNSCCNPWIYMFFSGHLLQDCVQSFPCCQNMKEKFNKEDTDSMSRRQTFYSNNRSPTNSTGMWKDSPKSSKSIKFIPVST
GPR7 antag = blocks human GPR7 receptor signaling; GPR7-expressing cells, fluorescence antagonist assay; inhibition, % at 4.4 µM; 1.1% of 290,000 active; in the data active = inhibition above about 16%, passing the limit was not always enough;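 note: cells stimulated with the agonist NPW; 0% = agonist with vehicle and 100% = vehicle without agonist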
MEKK2mut PB1 HTS = signal of MEK5 binding to mutant human MEKK2 PB1 domain; percent response, % at 10 µM; bead flow cytometry, Alexa488-MEK5 binding to MEKK2 mutant; 0.35% of 290,000 active; AID 1530; in the data active = percent response above about 24%, passing the limit was not always enough; note: inactives centre near 1; some results filed as inactive read as strong as hits; reference of the scale not given here
OXTR potentiate = potentiates the human oxytocin receptor response; AID 2445; 0.061% of 320,000 active; activation, % at 3 µM; CHO-OTR cells, Fluo-8 calcium fluorescence, potentiator mode; 0% = oxytocin EC15, 100% = EC100; P30559;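 active = activation above that plate's cutoff, the mean activation of tested compounds plus 3 SD, cut at about 6.6% in these data, passing the limit was not always enough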;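 note: 100% uses oxytocin at 75 nM as the full agonist control; some results filed as inactive read as strong as hits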
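Assay system: CHO-OTR cells, human receptor / Also added: oxytocin at about EC15, sub-maximal agonist stimulus / Dosing: single dose, 3.0 µM nominal final compound concentration / Incubation: 6 min pre-incubation, 100 s read / Technique: Fluo-8 calcium dye fluorescence / Read-out: % activation vs EC15 and EC100 oxytocin / Benchmarks: EC15 oxytocin low, 75 nM oxytocin high / Replicates: singlicate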
PfM18AAP inh = blocks P. falciparum M18 aspartyl aminopeptidase; recombinant PfM18AAP, H-Glu-NHMec fluorogenic cleavage; inhibition, % at 7.35 µM; 1.2% of 290,000 active; AID 1822;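 active = inhibition above the campaign mean inhibition over all tested compounds plus 3 SD, cut at about 28% in these data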;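 note: 0% = plate median of test compound wells and 100% = 2 mM ZnCl2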
* = called active by the depositor; · = not tested or not shown. The list is partial; count on the stated rates, not on these rows.

Start of the listing, in advance (3 entries):
SMILES	GalR3 antagonist	MEKK2 WT-MEK5	OXTR ag	NALP1 yeast inh	V1R ag counter	GPR7 antag	MEKK2mut PB1 HTS	OXTR potentiate	PfM18AAP inh
COc1cccc(NP(=O)(Oc2ccccc2)Oc2ccccc2)c1	-2	111	-1.3	33	2.8	10	12	-10	-2
N#CCP(=S)(c1ccccc1)c1ccccc1	-4	103	-0.6	10	0.4	-5	-2	-1	-6
Cc1ccc2c(c1)C1CN(C)CCC1N2C(=O)Cc1cccs1 (stereo not given)	-4	112	-0.2	1	1.3	-6	7	-3	-10

The whole of this part, repeating the preview:
SMILES	GalR3 antagonist	MEKK2 WT-MEK5	OXTR ag	NALP1 yeast inh	V1R ag counter	GPR7 antag	MEKK2mut PB1 HTS	OXTR potentiate	PfM18AAP inh
COc1cccc(NP(=O)(Oc2ccccc2)Oc2ccccc2)c1	-2	111	-1.3	33	2.8	10	12	-10	-2
N#CCP(=S)(c1ccccc1)c1ccccc1	-4	103	-0.6	10	0.4	-5	-2	-1	-6
Cc1ccc2c(c1)C1CN(C)CCC1N2C(=O)Cc1cccs1 (stereo not given)	-4	112	-0.2	1	1.3	-6	7	-3	-10
Cc1ccc2c(c1)C1CN(C)CCC1N2C(=O)c1cn(-c2ccccc2)nc1-c1ccccc1 (stereo not given)	-6	107	11	3	6.7	10	0	-13	-3
Cc1csc(=N)n1Cc1ccccc1	-4	97	-0.2	14	0.6	-9	0	1	0
Cc1sc2ncn(CC(=O)N3CCC4(CC3)OCCO4)c(=O)c2c1C	3	102	-0.2	9	-0.3	-1	-1	-20	-1
CCCCCCn1c(=O)c(C(=O)Nc2cccc(C)n2)c(O)c2ccccc21	·	106	1.2	21	0.1	4	1	-6	-3
CN1C(=O)N(C)C(=O)C(CCc2ccncc2)(CCc2ccncc2)C1=O	-7	96	0.2	8	0.0	-2	5	-11	-3
O=C(NC12CC3CC(CC(C3)C1)C2)OC1CN2CCC1CC2 (stereo not given)	1	106	8.2	13	-1.0	-17	2	-1	-10
CN1CCN(C(=O)Cc2nc3ccccc3[nH]2)CC1	4	·	0.3	10	-0.2	-11	·	-2	4
CCCCC(CC)COCCCN=Cc1c(O)[nH]c(=S)[nH]c1=O (stereo not given)	-1	104	-2.8	·	-1.0	-4	1	-8	0
O=C(CCNS(=O)(=O)c1ccccc1)Nc1ccc(Cl)cc1C(=O)c1ccccc1	10	130	2.2	19	5.1	3	18	-8	2
O=C(O)COc1ccccc1/C=C1\C(=O)NC(=O)N(CCC2=CCCCC2)C1=O	-5	-4.0*	0.9	-15	-0.3	-2	4	-2	8
O=[N+]([O-])c1cccnc1N1CCCNCC1	-13	102	-0.4	9	0.1	-15	9	-1	6
O=C(CN1CCCCC1)c1ccccc1Cl	0	97	0.1	8	0.6	-6	-2	4	3
C[n+]1c2ccccc2nc2ccc(NCCO)cc21	-9	95	2.6	30	1.6	1	0	-18	5
CC(C)(C)c1ccc(CN2C(=O)CN=C(c3ccccc3)c3ccccc32)cc1	-5	90	-1.0	0	-0.7	-14	-2	-7	0
COC(=O)C1=C(c2ccc(Cl)c(C(F)(F)F)c2)C[C@@H]2CC[C@H]1N2C(=O)NCC1CC1	-2	·	-2.1	·	-1.2	·	·	-2	·
COc1ccc(C(C)=O)cc1CC(C(=O)c1ccc(Br)cc1)N(C)C (stereo not given)	-6	102	-2.5	32	-0.9	4	-1	-2	-8
O=C(O)CCn1cc(C=C2C(=O)NC(=S)NC2=O)c(-c2ccccc2)n1	2	99	0.0	12	0.7	-19	-6	-4	6
COC12C(COC(N)=O)C3=C(C(=O)C(C)=C(N)C3=O)N1CC1C2N1C (stereo not given)	-5	101	0.8	·	1.1	-6	3	2	0
O=C(c1cc2cc(F)ccc2[nH]1)N1CCC2(CC1)OCCO2	1	100	-0.6	-1	0.2	-12	-3	0	-2
Cc1ccc2nc(-c3ccncc3)cc(C(=O)N3CCC4(CC3)OCCO4)c2c1	-1	99	0.3	3	0.4	-15	-3	-12	1
O=C(c1ccc2c3c(cccc13)CC2)C1CCCN(Cc2ncc[nH]2)C1 (stereo not given)	-8	101	-0.5	-3	-0.5	-8	-5	-9	8
CCN1CCN(c2ccc([N+](=O)[O-])cc2C#N)CC1	-3	91	0.7	14	1.0	-6	-4	-5	3
COC(=O)C1=C(c2ccccc2OCc2ccccc2)C[C@@H]2CC[C@H]1N2C(=O)NCc1ccc(F)cc1	-8	·	-0.2	·	2.1	·	·	-3	·
Cc1cc(C=C2C(=O)NC(=O)NC2=O)c(C)n1-c1cccnc1	0	106	0.1	·	0.9	-3	8	3	12
Cc1nn(C2CCOC(C)(C)C2)c2c1C(c1ccc3c(c1)OCO3)SCC(=O)N2 (stereo not given)	1	103	0.0	-50	0.5	-6	0	-21	9
CC(C)C(=O)N1CCN(CCN=Cc2c(O)n(C)c(=O)n(C)c2=O)CC1	0	102	0.1	9	0.6	3	4	-6	-4
Cc1ccc(CN2C(=O)CN=C(c3ccccc3)c3ccccc32)cc1	-6	93	-2.5	17	-0.4	-9	-2	-9	0
O=C(c1cc(C(=O)NCc2ccccc2)c(=O)n(Cc2ccccc2)c1)c1cc(Br)ccc1O	0	97	0.2	33	0.4	-8	-2	-2	3
CCn1c(=O)cc(SCC(=O)N2CCC3(CC2)OCCO3)c2ccccc21	-5	108	0.6	-3	1.4	-3	6	6	9
O=C1NC(=O)C(CCc2ccncc2)(CCc2ccncc2)C(=O)N1Cc1ccccc1	-3	95	0.3	4	0.1	-9	-6	0	2
COc1cc(C(c2c(O)c3ccccc3oc2=O)c2c(C)n(C)n(-c3ccccc3)c2=O)ccc1O (stereo not given)	-4	95	0.2	22	-0.5	-2	-2	-6	-4
CCOC(=O)c1c(N)n(Cc2ccco2)c2nc3ccccc3nc12	-7	95	0.9	3	0.7	-8	-2	-2	20
CCOc1ccc2oc(C(=O)NN3C(C)CCCC3C)c(C)c2c1 (stereo not given)	0	93	-2.3	14	-1.4	-10	-6	1	-13
O=C1C(=O)c2cccc3cccc1c23	4	88	-0.7	-14	-0.7	2	-5	3	4
CC(=O)Nc1ccccc1OC(=O)N(C)C	-4	87	1.6	17	1.1	2	-8	-2	7
COc1ccc(-n2c(O)c(/C=C/C=Nc3ccccc3)c(=O)[nH]c2=O)cc1	-3	96	80*	19	43*	5	-2	-15	-8
CCOC(=O)C(O)(c1ccc(NC(=O)c2ccco2)c(OC)c1)C(F)(F)F (stereo not given)	3	108	-0.6	-10	-0.3	-11	9	-15	-7
COc1ccc(CNCC(=O)N2CCC3(CC2)OCCO3)cc1	-2	107	1.1	16	-0.8	-5	6	-2	-6
CNC(=O)Oc1cccc(-c2cn3cc(Cl)ccc3n2)c1	0	94	-0.3	26	1.6	0	-4	-1	-6
C=CC[N+]1(C)CC[C@]23c4c5ccc(O)c4O[C@H]2C(=O)CC[C@@]3(O)[C@H]1C5 (stereo not given in full)	3	·	0.8	·	0.7	·	·	-3	·
CCN1CCN(c2cc(=O)n3ccccc3n2)CC1	-10	96	0.7	4	-0.3	-3	-1	-8	-6
COc1ccc(C(=O)C2CN(C)CC2c2ccc(Cl)cc2)cc1 (stereo not given)	-6	123	3.3	20	4.3	4	14	-7	-4
CNC(=O)OCCc1nccn1C	-7	106	0.8	12	1.6	11	0	-4	-3
O=C(C1CC(=O)N(C2CCCCC2)C1)N1CCC2(CC1)OCCO2 (stereo not given)	2	·	0.5	10	-0.1	-9	·	-3	5
COc1c(C)cc(C(=O)C2CCCN(C3CCOCC3)C2)cc1C (stereo not given)	-2	103	0.3	19	-0.8	-3	5	-5	-7
OC(C#CCN1CCOCC1)(c1ccccc1)C1CCCC1 (stereo not given)	-2	109	1.2	3	0.2	-12	4	5	0
CC1(C)CC(CCNCc2ccc3c(c2)OCO3)(Cc2ccccc2)CCO1 (stereo not given)	-7	101	8.8	-5	0.9	7	-6	-15	2
O=C(c1cc(F)ccc1F)C1CCCN(Cc2cc(Cl)ccc2O)C1 (stereo not given)	-3	103	-2.0	17	-0.5	-18	1	-3	0
CCCNS(=O)(=O)c1ccc(OCC(=O)N2CCN(Cc3ccc4c(c3)OCO4)CC2)c(C)c1	4	·	5.6	·	4.7	·	·	-18	·
CCC(CC)N1CCN(C(=O)Cc2ccccc2)CC1	-8	106	0.4	4	0.6	-9	4	-6	5
CCn1ccnc1CN1CCCC(C(=O)c2cccc(C(F)(F)F)c2)C1 (stereo not given)	-6	102	1.2	-6	4.1	0	-1	-4	-8
COc1ccc(-c2[nH]ncc2CNC(C)Cc2cccc(C)n2)cc1F (stereo not given)	-6	110	0.1	7	-0.8	-11	11	-4	3
CCNC(=O)NC(=O)C(C)OC(=O)c1c(C)nn(Cc2ccccc2)c1Cl (stereo not given)	2	99	-2.5	·	-0.7	-9	2	-6	-2
COc1cccc(C2CC3C(=O)C=CC2N3Cc2ccccc2)c1 (stereo not given)	-6	105	0.1	69*	0.3	-4	1	-10	3
C[C@]12CC[C@@H](O)CC1=CCC1C2CC[C@@]2(C)C1CC[C@@H]2N (stereo not given in full)	-6	·	4.7	·	2.0	·	·	-2	·
C=CCN1C(=O)/C(=C/c2cc(C)n(-c3cccnc3)c2C)C(=O)NC1=S	1	86	0.2	19	0.7	-8	-2	2	8
CC1=C(C(=O)O)N2C(=O)C(NC(=O)CCCC(=O)O)C2SC1 (stereo not given)	-3	70	1.3	-17	0.6	5	-14	-2	23

Whole records, looked up by structure. Values in the order: GalR3 antagonist, MEKK2 WT-MEK5, OXTR ag, NALP1 yeast inh, V1R ag counter, GPR7 antag, MEKK2mut PB1 HTS, OXTR potentiate, PfM18AAP inh
CCCNS(=O)(=O)c1ccc(OCC(=O)N2CCN(Cc3ccc4c(c3)OCO4)CC2)c(C)c1 across the screens: 4, ·, 5.6, ·, 4.7, ·, ·, -18, ·
CC1(C)CC(CCNCc2ccc3c(c2)OCO3)(Cc2ccccc2)CCO1 (stereo not given) across the screens: -7, 101, 8.8, -5, 0.9, 7, -6, -15, 2

Remaining list, next part:
SMILES	GalR3 antagonist	MEKK2 WT-MEK5	OXTR ag	NALP1 yeast inh	V1R ag counter	GPR7 antag	MEKK2mut PB1 HTS	OXTR potentiate	PfM18AAP inh
COCCNC(=O)Cn1cc(C=C2C(=O)NC(=O)NC2=O)c2ccccc21	0	100	0.5	-1	0.9	-2	1	1	31*
CCCC1(CCC)C(=O)NC(=Nc2ccc(C)cc2)NC1=O	4	95	0.9	11	2.5	-10	-1	-7	5
COc1ccc(C2(c3cccc(O)c3OC)CCN(C(C)=O)CC2)cc1O	-5	95	2.0	·	1.8	·	-5	3	·
CC(C)n1cc(C(=O)N(CC(=O)NC2CCCC2)Cc2ccccc2)cn1	-4	100	0.9	-6	-0.8	-8	-2	-6	-6
Cc1cc(OCC(=O)N2CCC(C(=O)O)CC2)c2c3c(c(=O)oc2c1)CCC3	-4	100	0.4	14	0.6	10	-2	-6	-5
O=C(O)Cn1cc(C(=O)c2ccccc2F)c2ccccc21	-9	108	0.1	13	-0.8	-19	7	0	-1
Cc1nc2ccc(Cl)cc2c(=O)n1-c1ccc([N+](=O)[O-])cc1	-6	111	-0.1	-2	-0.7	-6	8	-4	-7
CN(C)C1(c2nnnn2CCOC(=O)Nc2ccc(Cl)cc2)CCCCC1	-3	98	-2.7	0	-1.3	3	3	-9	1
CCCCOP(=O)(CN1CCOCC1)OCCCC	-3	108	2.0	-5	-0.2	-7	9	-4	3
O=C(COc1ccccc1)N1CCN(CCN2C(=O)c3cccc4cccc(c34)C2=O)CC1	2	99	0.5	-2	0.1	-7	0	3	-3

Screening data: PubChem, several laboratories
